Efflux pump inh = antifungal efflux pump inhibition, Nile Red retention; S. cerevisiae Candida pump triplex; inhibition, % at 10 µM; hit rate 0.44% among 330,000;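 active = plate passing quality check with inhibition over a set limit, or well fluorescence over plate mean plus 4 SD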;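 note: Nile Red retained in pooled yeast measured as flow cytometry median fluorescence; 0% = buffer negative control and 100% = Enniatin B positive control; higher means more Nile Red kept so more efflux inhibition; some compounds called inactive have numbers as strong as hits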
PP5 primary = blocks human protein phosphatase 5 activity. P53041. hit rate 0.18% among 320,000. inhibition, % at 6.7 µM. purified PP5c, OMFP substrate fluorescence;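 active = inhibition above the campaign's mean inhibition across all tested compounds plus 3 SD, cut at about 9.5% in these data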;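 note: 0% = DMSO only and 100% = 100 µM cantharidin control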
PP1 counter = PP1-alpha (human) inhibition in PP5 counter-screen; purified PP1alpha, OMFP fluorescence; hit rate 0.9% among 320,000; inhibition, % at 6.7 µM; AID 2235; P62136;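 active = inhibition above the mean inhibition of all tested compounds plus 3 SD, computed separately for each screening campaign, cut at about 15% in these data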
Target sequence (P62136 whole entry, looked up): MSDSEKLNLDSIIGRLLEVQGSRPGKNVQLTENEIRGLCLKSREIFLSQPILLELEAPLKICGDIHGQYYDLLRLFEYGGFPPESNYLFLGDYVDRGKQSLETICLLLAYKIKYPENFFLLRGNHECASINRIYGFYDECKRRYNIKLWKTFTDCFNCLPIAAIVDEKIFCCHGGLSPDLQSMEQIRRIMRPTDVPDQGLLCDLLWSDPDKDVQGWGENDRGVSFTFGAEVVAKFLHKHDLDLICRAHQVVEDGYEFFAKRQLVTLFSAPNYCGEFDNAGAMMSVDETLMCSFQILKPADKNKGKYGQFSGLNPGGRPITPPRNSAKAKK
CTSL1 counter = counter-screen for PFM18AAP inhibitors: inhibitors of F. hepatica cathepsin L1 | AID 1906 | recombinant F. hepatica cathepsin L1, Z-Leu-Arg-MCA fluorescence | hit rate 0.49% among 300,000 | inhibition, % at 5.96 µM;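 active = inhibition above the mean of all tested compounds plus 3 SD, set per screening campaign, cut at about 17% in these data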;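 note: 0% = plate median of test compound wells and 100% = 1 µM Z-Phe-Ala-diazomethylketone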
JMJD2C inh = human JMJD2C demethylase inhibition | Q9H3R0 | inhibition, % at 2.35 µM | hit rate 0.069% among 330,000 | AID 2099 | GST-JMJD2C(1-420) H3K9me3 demethylation, DELFIA europium;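 active = more than half of a compound's replicate wells show inhibition beyond 50%, single wells judged on their own value; inconclusive = some, but no more than half, of replicates pass 50% inhibition; inactive = no replicate passes 50% inhibition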;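 note: signal counts dimethyl H3K9 product captured on neutravidin plate; 0% = median of DMSO wells and 100% = 0.3 times that DMSO median; strong numbers were not always called active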
Target sequence (Q9H3R0 1-420 limits assumed): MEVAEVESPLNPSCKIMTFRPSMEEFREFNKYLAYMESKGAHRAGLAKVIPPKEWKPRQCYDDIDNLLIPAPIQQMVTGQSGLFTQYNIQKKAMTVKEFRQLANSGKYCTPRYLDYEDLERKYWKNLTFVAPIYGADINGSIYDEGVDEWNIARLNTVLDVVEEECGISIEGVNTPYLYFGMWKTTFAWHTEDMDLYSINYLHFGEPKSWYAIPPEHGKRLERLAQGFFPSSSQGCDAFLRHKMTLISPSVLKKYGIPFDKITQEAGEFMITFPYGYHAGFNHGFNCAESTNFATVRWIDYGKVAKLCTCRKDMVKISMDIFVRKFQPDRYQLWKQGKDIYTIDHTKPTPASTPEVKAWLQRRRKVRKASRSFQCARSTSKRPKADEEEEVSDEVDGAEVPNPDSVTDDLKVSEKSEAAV
TPT1 inh = C. albicans TPT1 enzyme inhibition | recombinant caTPT1, FP RNA substrate dephosphorylation | hit rate 0.81% among 300,000 | inhibition, % at 5 µM;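 active = inhibition above the mean of all tested compounds plus 3 SD, set per screening campaign, cut at about 24% in these data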;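 note: plate controls were DMSO alone for no effect and ferristatin control at 100 nM for full effect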
core dimer inh = HCV core protein dimerization inhibition | TR-FRET GST/Flag-core106 dimerization, 1536-well | inhibition, % at 5 µM | hit rate 0.33% among 300,000;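 active = inhibition above the mean of all tested compounds plus 3 SD, set per screening campaign, cut at about 45% in these data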
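System: GST/Flag-tagged HCV core106 proteins. Incubation: compound-protein-antibody incubation 4 h at 22.5 °C. Technique: HTRF with 340 nm excitation, 617/671 nm emission. Medium: KF-containing HEPES buffer, pH 7.45, DTT, CHAPS, BSA. Read-out: inhibition (%) from 671 over 617 nm ratio. Also added: Eu(K)-anti-GST 90 ng/mL plus XL665-anti-Flag 1 µg/mL.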
procasp7 counter = counter-screen for procaspase-3 activators: activators of human procaspase-7. hit rate 0.093% among 330,000. activation, % at 8.5 µM. recombinant procaspase-7, Ac-DEVD-pNA absorbance 405 nm; D23A/D198A/D206A triple mutant, cannot self-cleave; scale: DMSO 0, 5 µM enzyme 100. P55210. AID 463210;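 active = percent activation above the screen-wide mean plus 3 SD, cut at about 25% in these data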
Target sequence (P55210 whole entry D23A/D198A/D206A): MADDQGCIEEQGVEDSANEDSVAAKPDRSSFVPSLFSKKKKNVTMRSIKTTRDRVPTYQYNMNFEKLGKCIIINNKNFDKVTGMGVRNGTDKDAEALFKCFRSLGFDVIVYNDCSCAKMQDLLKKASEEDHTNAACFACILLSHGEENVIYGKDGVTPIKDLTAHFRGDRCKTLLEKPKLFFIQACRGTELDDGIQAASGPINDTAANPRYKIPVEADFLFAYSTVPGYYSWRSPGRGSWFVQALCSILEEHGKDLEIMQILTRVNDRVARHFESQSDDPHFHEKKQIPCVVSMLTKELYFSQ
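signal = Epi-absorbance of released pNA at 405 nm, two timepoints | assay system = Uncleavable procaspase-7 mutant enzyme | reagent = Ac-DEVD-pNA substrate, 400 µM as added | times = 1 h enzyme–compound preincubation and 2 h substrate reaction, both 25 °C | benchmarks = low DMSO alone, high DMSO plus 5 µM PC-7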
procasp3 activ = activators of human procaspase-3 | P42574 | recombinant procaspase-3 D3A, Ac-DEVD-pNA absorbance 405 nm | activation, % at 8.5 µM | hit rate 0.11% among 330,000 | AID 463141;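 active = activation above the mean of all tested compounds plus 3 SD, cut at about 21% in these data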;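 note: 0% = DMSO alone and 100% = DMSO wells spiked with extra 5 µM PC-3 D3A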
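assay system = Procaspase-3 D3A mutant | signal = absorbance at 405 nm, 0 and 120 min | times = 1 h preincubation plus 2 h reaction at 25 °C | repeats = single replicate | read-out = % activation between DMSO and enzyme-spiked controls | medium = Zinc-free HEPES saline buffer with Triton X-100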
* marks the source's active call; other numbers are inactive results.

Results for CC1CCc2c(C(=O)Nc3ccc(OC(F)(F)F)cc3)csc2C1 (stereo unspecified) ?
Efflux pump inh: 19*; PP5 primary: 5.2; PP1 counter: -1; CTSL1 counter: 3; JMJD2C inh: -5; TPT1 inh: 1; core dimer inh: -4; procasp7 counter: 0; procasp3 activ: 6

What do the screens show for `Cn1c2ccccc2c2nnc(SCc3ccc4nonc4c3)nc21`?
Efflux pump inh: 0.0; PP5 primary: -0.1; PP1 counter: -6; CTSL1 counter: -4; JMJD2C inh: inconclusive; TPT1 inh: -6; core dimer inh: 11; procasp7 counter: 2; procasp3 activ: 2

What do the screens show for `COc1ccc(-n2cc(-c3ccccc3)c3c(N4CCN(CCO)CC4)ncnc32)cc1`?
Efflux pump inh: 0.0; PP5 primary: -0.8; PP1 counter: 0; CTSL1 counter: 2; JMJD2C inh: 13; TPT1 inh: 0; core dimer inh: 2; procasp7 counter: 7; procasp3 activ: 9

How did COc1ccc(CC(=O)Nc2ccc(C)cc2O)cc1S(=O)(=O)N1CCOCC1 do in these assays?
Efflux pump inh: -0.3; PP5 primary: -0.5; PP1 counter: -4; CTSL1 counter: 0; JMJD2C inh: -4; TPT1 inh: 0; core dimer inh: 1; procasp7 counter: -6; procasp3 activ: 1

Results for COc1ccc(-c2cc(C(=O)NCc3ccco3)no2)cc1OC ?
Efflux pump inh: 0.1; PP5 primary: 2.1; PP1 counter: -3; CTSL1 counter: -1; JMJD2C inh: -1; TPT1 inh: 0; core dimer inh: -5; procasp7 counter: -6; procasp3 activ: 14

Results for CC1CC2(CC(C)(C(=O)CSc3nc4ccccc4s3)OC2=O)C(=O)O1 (stereo unspecified) ?
Efflux pump inh: 0.0; PP5 primary: 1.2; PP1 counter: -3; CTSL1 counter: -2; JMJD2C inh: 25; TPT1 inh: 0; core dimer inh: 3; procasp7 counter: 6; procasp3 activ: 1

How did COc1ccccc1-n1cc(C(=O)N2CCCC(CO)(Cc3ccccc3C)C2)cn1 (stereo unspecified) do in these assays?
Efflux pump inh: -0.3; PP5 primary: -8.5; PP1 counter: -8; CTSL1 counter: 11; JMJD2C inh: -5; TPT1 inh: -6; core dimer inh: 2; procasp7 counter: -18; procasp3 activ: 2

What do the screens show for `CC(C)CCNC(=O)C1CCN(S(=O)(=O)c2ccc(-n3cnnn3)cc2)CC1`?
Efflux pump inh: 0.5; PP5 primary: 3.8; PP1 counter: 4; CTSL1 counter: -1; JMJD2C inh: 15; TPT1 inh: -2; core dimer inh: -2; procasp7 counter: 3; procasp3 activ: -7

How did COc1cc(C2C(C#N)=C(N)OC3=C2C(=O)CCC3)c([N+](=O)[O-])cc1OC (stereo unspecified) do in these assays?
Efflux pump inh: 0.2; PP5 primary: -0.1; PP1 counter: 2; CTSL1 counter: -2; JMJD2C inh: 0; TPT1 inh: -44; core dimer inh: 5; procasp7 counter: -7; procasp3 activ: -8

How did O=C(CCSCCc1ccccn1)Nc1ccc(Cl)cn1 do in these assays?
Efflux pump inh: 0.0; PP5 primary: 3.6; PP1 counter: 2; CTSL1 counter: -3; JMJD2C inh: 11; TPT1 inh: 0; core dimer inh: -4; procasp7 counter: 2; procasp3 activ: 3

How did O=C(CSc1nc2ccccc2n1Cc1ccc(Cl)cc1)N/N=C/c1ccc(C(=O)O)cc1 do in these assays?
Efflux pump inh: -0.1; PP5 primary: 3.5; PP1 counter: 0; CTSL1 counter: 0; JMJD2C inh: 45; TPT1 inh: -7; core dimer inh: 18; procasp7 counter: -5; procasp3 activ: 3

Results for O=C(COC(=O)Cc1cccc(C(F)(F)F)c1)Nc1ccc2c(c1)OCCO2 ?
Efflux pump inh: -0.1; PP5 primary: 1.0; PP1 counter: 3; CTSL1 counter: -2; JMJD2C inh: -4; TPT1 inh: 2; core dimer inh: 10; procasp7 counter: 9; procasp3 activ: -7

How did O=C(NNC(=S)Nc1cccc(C(F)(F)F)c1)c1ccc(Cl)cc1Cl do in these assays?
Efflux pump inh: -0.1; PP5 primary: 5.9; PP1 counter: 4; CTSL1 counter: 2; JMJD2C inh: 11; TPT1 inh: -2; core dimer inh: 0; procasp7 counter: -8; procasp3 activ: -16

How did C/C(=N\Nc1ccc(F)cc1F)c1ccc(F)cc1 do in these assays?
Efflux pump inh: 0.0; PP5 primary: 1.2; PP1 counter: -2; CTSL1 counter: -3; JMJD2C inh: 5; TPT1 inh: 3; core dimer inh: 54*; procasp7 counter: 6; procasp3 activ: -10

What do the screens show for `O=C(Nc1nc(-c2nc3ccccc3s2)cs1)c1ccco1`?
Efflux pump inh: -0.3; PP5 primary: 2.9; PP1 counter: 23*; CTSL1 counter: -1; JMJD2C inh: 7; TPT1 inh: 2; core dimer inh: -39; procasp7 counter: 7; procasp3 activ: -2

How did CCOc1cc(N2CCOCC2)c(OCC)cc1NC(=O)COC(=O)C1CCCN1S(=O)(=O)c1ccccc1F (stereo unspecified) do in these assays?
Efflux pump inh: 0.0; PP5 primary: 1.2; PP1 counter: -2; JMJD2C inh: -4; procasp7 counter: -2; procasp3 activ: 1

Results for CCOC(=O)C1=C(C)N(C)C(=O)NC1c1c(O)ccc2ccccc12 (stereo unspecified) ?
Efflux pump inh: 0.2; PP5 primary: -0.2; PP1 counter: 4; CTSL1 counter: 0; JMJD2C inh: 0; TPT1 inh: 0; core dimer inh: 8; procasp7 counter: 8; procasp3 activ: 4

How did OC(CN1CCCCC1)Cn1c2ccccc2c2cc(Br)ccc21 (stereo unspecified) do in these assays?
Efflux pump inh: 0.0; PP5 primary: 2.3; PP1 counter: 9; CTSL1 counter: 1; JMJD2C inh: 3; TPT1 inh: 0; core dimer inh: -20; procasp7 counter: -2; procasp3 activ: 1

How did CCOC(=O)Nc1ccc2c(c1)N(C(=O)CCN1CCN3CCCC3C1)c1ccccc1CC2 (stereo unspecified) do in these assays?
Efflux pump inh: 0.0; PP5 primary: 2.1; PP1 counter: -2; CTSL1 counter: 1; JMJD2C inh: 16; TPT1 inh: 0; core dimer inh: -3; procasp7 counter: -8; procasp3 activ: 2

Results for O=C(O)c1cc([N+](=O)[O-])cc2c1C=Cc1ccccc1O2 ?
Efflux pump inh: 0.1; PP5 primary: -0.2; PP1 counter: -3; CTSL1 counter: 6; JMJD2C inh: 0; TPT1 inh: 2; core dimer inh: -3; procasp7 counter: -2; procasp3 activ: 2

What do the screens show for `CCC(C)(C)n1nnnc1C(c1ccncc1)N1CCC(Cc2ccccc2)CC1` (stereo unspecified)?
Efflux pump inh: -0.1; PP5 primary: 2.8; PP1 counter: 6; CTSL1 counter: 0; JMJD2C inh: -5; TPT1 inh: 2; core dimer inh: 16; procasp7 counter: -2; procasp3 activ: 0

What do the screens show for `COc1ccc(C2C(C(=O)c3cccs3)=C(O)C(=O)N2CCN2CCOCC2)c(OC)c1` (stereo unspecified)?
Efflux pump inh: -0.3; PP5 primary: 0.5; PP1 counter: 5; CTSL1 counter: 0; JMJD2C inh: 0; TPT1 inh: -1; core dimer inh: 2; procasp7 counter: -2; procasp3 activ: -4

What do the screens show for `NC(=O)CC(NC(=O)c1ccccc1)C(=O)O` (stereo unspecified)?
Efflux pump inh: 0.2; PP5 primary: 2.3; PP1 counter: -4; CTSL1 counter: -2; JMJD2C inh: -1; TPT1 inh: -2; core dimer inh: 0; procasp7 counter: -2; procasp3 activ: 3

Results for Cc1cccc(C)c1NC(=O)c1sccc1SCc1cccc(C(F)(F)F)c1 ?
Efflux pump inh: 0.3; PP5 primary: 5.2; PP1 counter: -2; CTSL1 counter: 0; JMJD2C inh: 16; TPT1 inh: 1; core dimer inh: 5; procasp7 counter: -12; procasp3 activ: 1

Some of these compounds in order of molecular weight, falling:
How did CCOC(=O)Nc1ccc2c(c1)N(C(=O)CCN1CCN3CCCC3C1)c1ccccc1CC2 (stereo unspecified) do in these assays?
Efflux pump inh: 0.0; PP5 primary: 2.1; PP1 counter: -2; CTSL1 counter: 1; JMJD2C inh: 16; TPT1 inh: 0; core dimer inh: -3; procasp7 counter: -8; procasp3 activ: 2

Results for Cc1cccc(C)c1NC(=O)c1sccc1SCc1cccc(C(F)(F)F)c1 ?
Efflux pump inh: 0.3; PP5 primary: 5.2; PP1 counter: -2; CTSL1 counter: 0; JMJD2C inh: 16; TPT1 inh: 1; core dimer inh: 5; procasp7 counter: -12; procasp3 activ: 1

How did C/C(=N\Nc1ccc(F)cc1F)c1ccc(F)cc1 do in these assays?
Efflux pump inh: 0.0; PP5 primary: 1.2; PP1 counter: -2; CTSL1 counter: -3; JMJD2C inh: 5; TPT1 inh: 3; core dimer inh: 54*; procasp7 counter: 6; procasp3 activ: -10

What do the screens show for `NC(=O)CC(NC(=O)c1ccccc1)C(=O)O` (stereo unspecified)?
Efflux pump inh: 0.2; PP5 primary: 2.3; PP1 counter: -4; CTSL1 counter: -2; JMJD2C inh: -1; TPT1 inh: -2; core dimer inh: 0; procasp7 counter: -2; procasp3 activ: 3

(list continues)
How did Cc1cc(N/C=C\C(=O)c2ccc(Cl)c(Cl)c2)no1 do in these assays?
Efflux pump inh: 0.1; PP5 primary: 1.8; PP1 counter: -7; CTSL1 counter: 2; JMJD2C inh: 1; TPT1 inh: 8; core dimer inh: -9; procasp7 counter: 0; procasp3 activ: -3

Results for CCOC(=O)C(NC(=O)c1ccc(OC)cc1)(Nc1cc(C)on1)C(F)(F)F (stereo unspecified) ?
Efflux pump inh: 0.0; PP5 primary: 4.1; PP1 counter: 1; CTSL1 counter: 4; JMJD2C inh: -4; TPT1 inh: -2; core dimer inh: -5; procasp7 counter: 16; procasp3 activ: 5

What do the screens show for `Cc1cc2cc(CCNS(C)(=O)=O)c(=O)[nH]c2cc1C`?
Efflux pump inh: 0.1; PP5 primary: 2.4; PP1 counter: -3; CTSL1 counter: 1; JMJD2C inh: 2; TPT1 inh: -1; core dimer inh: 0; procasp7 counter: -1; procasp3 activ: -8

Results for COc1ccccc1NS(=O)(=O)c1ccc(Cl)c(NC(=S)NC(=O)C2CCCC2)c1 ?
Efflux pump inh: -0.1; PP5 primary: 3.4; PP1 counter: 6; CTSL1 counter: 2; JMJD2C inh: -2; TPT1 inh: 0; core dimer inh: 21; procasp7 counter: 1; procasp3 activ: -5

What do the screens show for `CN1CC[n+]2cnc3ccccc3c21`?
Efflux pump inh: 0.2; PP5 primary: 1.1; PP1 counter: -8; CTSL1 counter: 0; JMJD2C inh: 2; TPT1 inh: 4; core dimer inh: 3; procasp7 counter: 12; procasp3 activ: -14

Screening data as filed in PubChem BioAssay.
